Assay outcomes (PubChem BioAssay)
Rab2 wt GTP = changes GTP binding to wildtype dog Rab2A, up or down; P61105; GST-Rab2 wt beads, Bodipy-GTP binding, flow cytometry; GTP binding activity, % at 10 µM; 0.19% of 190,000 active;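 active = GTP binding activity at least 20 points away from 100%, either lowered or raised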;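 note: 0% = beads with excess unlabeled GTP and 100% = no-compound control corrected for plate trend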
Mcl1 Noxa PPI = Mcl-1/Noxa interaction inhibition | Q07820 | TR-FRET Mcl-1/Noxa peptide binding, 2 h | inhibition, % at 21.7 µM | 1.5% of 220,000 active;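 active = compounds that cut the protein-peptide binding signal by more than 50% relative to plate controls in a single-dose test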;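 note: His-tagged Mcl-1 with rhodamine Noxa BH3 peptide and terbium anti-His antibody; 0% = Mcl-1 plus Noxa peptide wells and 100% = peptide-only wells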
Avidin fluor = compound fluoresces at 488/530 nm on avidin beads. fluorescence (KMESF) at 10 µM. 0.38% of 220,000 active. AID 1775. compound fluorescence 488/530 nm, flow cytometry; stronger effect = higher value; in the data active = fluorescence above about 47; note: inactives centre near 10
Rac1 act GTP bind = human Rac1 activated mutant GTP binding change; P63000; GST-Rac1 activated beads, fluorescent GTP binding, flow cytometry; actives lie on both sides; 100% means binding = to untreated wells; percent activity (GTP binding), % at 10 µM; 0.11% of 190,000 active;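 active = GTP binding at least 20 percentage points away from the 100% baseline, in either direction, so actives lie on both sides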
Rab7 wt modul = dog Rab7 wildtype GTP binding, inhibitors and activators; GST-Rab7 beads, fluorescent GTP binding, flow cytometry; actives lie on both sides; untreated = 100%, excess cold GTP = 0%; GTP binding activity (percent of control), % at 10 µM; 0.055% of 190,000 active; AID 758;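 active = fluorescent GTP binding to Rab7 beads changed by at least 20 points from the 100% baseline, either direction, mostly lower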;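 note: median green fluorescence of bound Bodipy-FL-GTP per Rab7 bead population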
ABCG2 inh = blocks JC-1 efflux by human ABCG2 transporter; IgMXP3 cells, flow cytometry; 0.1% of 190,000 active; inhibition, % at 6.6 µM; Q9UNQ0;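 active = inhibition above 80%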;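 note: 0% = DMSO and 100% = nicardipine control wells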
Target sequence (Q9UNQ0 whole entry, looked up): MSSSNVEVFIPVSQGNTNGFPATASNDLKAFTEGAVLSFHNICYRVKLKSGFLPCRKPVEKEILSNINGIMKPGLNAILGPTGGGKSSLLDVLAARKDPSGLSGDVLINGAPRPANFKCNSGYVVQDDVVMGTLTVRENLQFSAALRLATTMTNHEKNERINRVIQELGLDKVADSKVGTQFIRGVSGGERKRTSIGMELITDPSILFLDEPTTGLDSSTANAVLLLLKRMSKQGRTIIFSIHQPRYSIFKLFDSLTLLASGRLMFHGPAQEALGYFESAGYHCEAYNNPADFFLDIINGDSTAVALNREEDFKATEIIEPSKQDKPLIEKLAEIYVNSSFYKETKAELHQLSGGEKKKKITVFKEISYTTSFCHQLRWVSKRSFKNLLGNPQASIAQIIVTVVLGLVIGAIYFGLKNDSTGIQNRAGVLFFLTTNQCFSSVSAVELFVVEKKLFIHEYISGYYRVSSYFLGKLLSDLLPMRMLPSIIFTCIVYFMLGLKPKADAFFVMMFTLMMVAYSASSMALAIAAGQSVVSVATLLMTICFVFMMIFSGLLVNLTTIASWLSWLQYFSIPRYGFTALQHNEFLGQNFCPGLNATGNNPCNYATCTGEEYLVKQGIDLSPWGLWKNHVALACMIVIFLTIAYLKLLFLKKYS
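material = IgMXP3 (ABCG2) plus far-red-tagged CCRF-Adr (ABCB1) cells | amount = 3 million cells/mL, equal mix of both lines | also added = JC-1 transporter substrate | dosing = one concentration, 6.6 µM final | schedule = 10 min at 25 °C | measured by = flow cytometric JC-1 green MFI at 530 nm | read-out basis = percent efflux inhibition, scaled nicardipine 100% to DMSO 0%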
HRas wt GTP bind = changes GTP binding to wildtype human HRas | P01112 | GST-Ras wt beads, Bodipy-FL-GTP binding, flow cytometry; actives lie on both sides | 0.14% of 190,000 active | GTP binding activity, % at 10 µM | AID 759;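 active = GTP binding activity at least 20% away from the 100% baseline, either lowered as inhibitor or raised as activator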;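 note: 0% = unlabeled GTP competition control and 100% = no-compound control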
Target sequence (P01112 whole entry, looked up): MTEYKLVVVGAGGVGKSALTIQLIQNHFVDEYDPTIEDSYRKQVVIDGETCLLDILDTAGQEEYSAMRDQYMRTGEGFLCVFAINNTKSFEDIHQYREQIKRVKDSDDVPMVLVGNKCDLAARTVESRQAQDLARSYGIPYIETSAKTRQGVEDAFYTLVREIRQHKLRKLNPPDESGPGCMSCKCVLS
Cdc42 wt GTP = changes GTP binding to wildtype human Cdc42 | P60953 | GST-Cdc42 beads, Bodipy-GTP binding, flow cytometry; actives lie on both sides | percent activity (GTP binding), % at 10 µM | 0.2% of 190,000 active | AID 761;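 active = percent activity GTP binding at least 20 points away from the 100% baseline, either down as inhibitor or up as activator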;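 note: median bead fluorescence of bound Bodipy-FL-GTP at 100 nM; 0% = excess unlabeled GTP control and 100% = no compound control; below 100% means less GTP binding so inhibitor and above means activator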
Target sequence (P60953 whole entry, looked up): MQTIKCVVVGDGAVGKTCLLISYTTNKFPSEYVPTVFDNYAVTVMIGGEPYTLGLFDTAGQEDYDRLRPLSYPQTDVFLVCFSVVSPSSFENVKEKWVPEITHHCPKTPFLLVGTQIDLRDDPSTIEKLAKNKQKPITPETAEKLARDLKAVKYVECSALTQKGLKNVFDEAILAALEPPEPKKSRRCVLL
Rac1 wt GTP bind = alters GTP binding to wildtype human Rac1 | P63000 | GTP binding activity (% of control), % at 10 µM | GST-Rac1 beads, fluorescent GTP binding, flow cytometry; actives lie on both sides; 0 = cold GTP competed, 100 = untreated | 0.27% of 190,000 active;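 active = GTP binding activity at least 20 points away from the 100% control level, either lower or higher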
ABCB1 block = inhibitors of human ABCB1 transporter, ABCG2 counter-screen. CCRF-Adr cells, JC-1 efflux, flow cytometry. inhibition, % at 6.6 µM. AID 1326. 0.067% of 190,000 active; in the data active = inhibition above about 40%;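 note: 0% = vehicle and 100% = reference inhibitor; higher value means more JC-1 retained so stronger ABCB1 efflux block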
Pf gametocyte = inhibitors of late stage P. falciparum gametocyte viability. P. falciparum stage V gametocytes, ATP luminescence, 24 h. inhibition, % at 10.9 µM. 0.065% of 150,000 active;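 active = inhibition above the mean plus 3 SD of compounds within the control limits, set per campaign, cut at about 38% in these data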;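 note: 0% = DMSO wells and 100% = medium only without gametocytes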
* hit, by the source's call; · = no result given.

No. | SMILES | Rab2 wt GTP | Mcl1 Noxa PPI | Avidin fluor | Rac1 act GTP bind | Rab7 wt modul | ABCG2 inh | HRas wt GTP bind | Cdc42 wt GTP | Rac1 wt GTP bind | ABCB1 block | Pf gametocyte
1 | O=C(c1ccc(Cn2c(=S)[nH]c3ccccc3c2=O)cc1)N1CCN(c2ccccn2)CC1 | 95.0 | 1.2 | 10 | 94.0 | 95.0 | 3.7 | 95.0 | 91.0 | 97.0 | 3.7 | 7.7
2 | Cc1ccc(SCc2[nH]nc3c2C2(C(=O)Nc4ccc(F)cc42)C(C#N)=C(N)O3)cc1 (centres undefined) | 101.0 | -9.0 | 10 | 99.0 | 101.0 | 2.3 | 103.0 | 102.0 | 102.0 | 0.4 | ·
3 | Cc1cc(C(F)(F)F)nn1CC(=O)Nc1cccnc1 | 99.0 | 4.8 | 35 | 99.0 | 101.0 | 1.7 | 102.0 | 103.0 | 102.0 | 0.5 | ·
4 | CCCCOC(=O)c1ccc(S(N)(=O)=O)o1 | 101.0 | 7.4 | 13 | 102.0 | 99.0 | 0.3 | 104.0 | 103.0 | 106.0 | 0.2 | -10.3
5 | O=C(Oc1ccc(Cl)c2cccnc12)c1ccco1 | 101.0 | -5.2 | 7 | 98.0 | 101.0 | 0.7 | 102.0 | 102.0 | 104.0 | 0.1 | ·
6 | COc1ccccc1CNC(=O)CCCc1ccccc1 | 103.0 | 3.1 | 9 | 101.0 | 105.0 | · | 100.0 | 98.0 | 100.0 | · | 7.6
7 | CCCCC(=O)Nc1cc(NC(=O)CC)ccc1Cl | 97.0 | 2.0 | 21 | 98.0 | 96.0 | 3.7 | 100.0 | 104.0 | 103.0 | 0.6 | ·
8 | CC1=C(C(=O)Nc2ccccc2)C(c2cccs2)NC(=O)N1 (centres undefined) | 105.0 | 16.1 | 10 | 96.0 | 109.0 | 1.8 | 101.0 | 104.0 | 104.0 | 0.0 | 1.3
9 | O=c1[nH]c(=O)n(C2CCCCCC2)c(O)c1C=NCc1ccc(F)cc1 | 98.0 | 0.9 | 15 | 95.0 | 101.0 | 37.1 | 98.0 | 97.0 | 104.0 | 3.7 | ·
10 | CCO/C=N/c1c(C#N)c(CC#N)nn1-c1ccccc1 | 93.0 | 3.8 | 13 | 96.0 | 92.0 | 0.3 | 96.0 | 97.0 | 100.0 | -0.1 | ·
11 | CN(C)S(=O)(=O)c1ccc(Cl)c(NC(=O)COC(=O)CNC(=O)c2ccco2)c1 | 95.0 | -13.0 | 14 | 96.0 | 92.0 | -0.4 | 97.0 | 96.0 | 98.0 | -0.4 | -8.8
12 | Cc1c(C(=O)OCc2ccccc2)nnn1-c1nonc1N | 103.0 | 7.9 | 10 | 102.0 | 100.0 | 2.5 | 103.0 | 103.0 | 110.0 | 0.4 | ·
13 | CCOc1cc(N2CCOCC2)c(OCC)cc1NC1=NCCCCC1 | 99.0 | 12.8 | 7 | 100.0 | 96.0 | 0.6 | 99.0 | 102.0 | 104.0 | 0.1 | ·
14 | O=C(CSc1ccc(-c2ccncc2)nn1)N1CCN(c2ccccc2)CC1 | 99.0 | 12.7 | 7 | 95.0 | 96.0 | 8.6 | 97.0 | 96.0 | 99.0 | 0.9 | -4.7
15 | COC(=O)c1ccc(-c2sc3nc(N4CCOCC4)c4c(c3c2N)CCCC4)o1 | 104.0 | 37.6 | 15 | 100.0 | 102.0 | 3.6 | 102.0 | 103.0 | 103.0 | 1.1 | -38.1
16 | CCOc1ccc(NC(=O)C(Cc2ccccc2)NC(=O)C2CCCCC2)cc1 (centres undefined) | 101.0 | 13.3 | 12 | 99.0 | 101.0 | 8.6 | 96.0 | 97.0 | 101.0 | 3.5 | 12.3
17 | COc1ccccc1C(=O)OCCCN=C1NS(=O)(=O)c2ccccc21 | 100.0 | 10.9 | 11 | 92.0 | 104.0 | 3.5 | 98.0 | 100.0 | 94.0 | 0.2 | ·
18 | Cc1cc(C)cc(NC(=O)CSc2cc(C(=O)c3nccn3C)c3ccccc3n2)c1 | 101.0 | 6.1 | 13 | 98.0 | 100.0 | 18.9 | 101.0 | 100.0 | 104.0 | 0.7 | ·
19 | CCN(CC(=O)NC(C)C)C(=O)[C@@H](NC(=O)c1ccco1)C(C)C | 97.0 | -21.1 | 27 | 100.0 | 97.0 | -0.7 | 98.0 | 99.0 | 104.0 | 0.1 | 5.2
20 | O=C(COC(=O)c1ccc(-c2ccc([N+](=O)[O-])cc2)o1)NC(=O)NC12CC3CC(CC(C3)C1)C2 | 100.0 | -7.9 | 13 | 99.0 | 100.0 | -8.2 | 97.0 | 94.0 | 101.0 | -0.1 | -12.2
21 | O=[N+]([O-])c1ccccc1/C=N/N1CCN(c2ccccn2)CC1 | 96.0 | 1.0 | 6 | 96.0 | 98.0 | 1.6 | 97.0 | 97.0 | 99.0 | 0.4 | -6.6
22 | COCCCn1c(SCC(=O)Nc2ccc(C(C)=O)cc2)nc2ccccc2c1=O | 103.0 | -2.8 | 7 | 100.0 | 101.0 | 6.9 | 105.0 | 106.0 | 109.0 | 2.3 | 8.3
23 | Clc1cccc(Cl)c1CSc1nnc(/C=C/c2ccccc2)o1 | 92.0 | -3.6 | 31 | 94.0 | 92.0 | 2.3 | 94.0 | 93.0 | 90.0 | 0.7 | 3.2
24 | Cc1ccc(/C=C/C(=O)Nc2ccncc2)o1 | 98.0 | 36.4 | 1 | 102.0 | 99.0 | 5.8 | 100.0 | 100.0 | 103.0 | 0.2 | 21.7
25 | CC(=O)c1ccc(NC(=O)CCc2c(C)nc3ncnn3c2C)cc1 | 98.0 | 4.5 | 5 | 100.0 | 91.0 | 6.2 | 99.0 | 96.0 | 100.0 | 1.1 | -20.9
26 | Cc1cccc(OCC(=O)O/N=C(\N)Cc2ccc(Cl)cc2)c1 | 95.0 | 7.4 | 5 | 94.0 | 99.0 | 1.7 | 99.0 | 97.0 | 103.0 | -0.2 | ·
27 | CCOc1ccc(NS(=O)(=O)c2ccc3[nH]c(=O)oc3c2)cc1 | 96.0 | 16.5 | 8 | 98.0 | 96.0 | -1.2 | 98.0 | 97.0 | 100.0 | -1.0 | ·
28 | Cc1noc(C)c1C(=O)OCC(=O)/C=C1\N(C)c2ccccc2C1(C)C | 102.0 | 2.1 | 7 | 97.0 | 101.0 | -0.2 | 103.0 | 103.0 | 100.0 | -0.3 | -13.9
29 | O=C(Nc1ccccc1)c1cccnc1Nc1ccccc1 | 100.0 | 10.9 | 8 | 99.0 | 104.0 | 7.2 | 103.0 | 103.0 | 100.0 | 0.7 | ·
30 | Cc1cccc(C)c1NC(=O)CN1CCNCC1 | 102.0 | 5.1 | 13 | 100.0 | 102.0 | -1.8 | 100.0 | 99.0 | 104.0 | -0.7 | 2.9

Just HRas wt GTP bind, for some of the entries so far:
nr	canonical_smiles	HRas wt GTP bind
2	Cc1ccc(SCc2[nH]nc3c2C2(C(=O)Nc4ccc(F)cc42)C(C#N)=C(N)O3)cc1 (centres undefined)	103.0
3	Cc1cc(C(F)(F)F)nn1CC(=O)Nc1cccnc1	102.0
4	CCCCOC(=O)c1ccc(S(N)(=O)=O)o1	104.0
5	O=C(Oc1ccc(Cl)c2cccnc12)c1ccco1	102.0
6	COc1ccccc1CNC(=O)CCCc1ccccc1	100.0
7	CCCCC(=O)Nc1cc(NC(=O)CC)ccc1Cl	100.0

(more compounds)
No. | SMILES | Rab2 wt GTP | Mcl1 Noxa PPI | Avidin fluor | Rac1 act GTP bind | Rab7 wt modul | ABCG2 inh | HRas wt GTP bind | Cdc42 wt GTP | Rac1 wt GTP bind | ABCB1 block | Pf gametocyte
31 | CCOc1ccc(/C=C(\C#N)C(=O)NCC2CCCO2)cc1OCC (centres undefined) | 97.0 | 28.9 | 6 | 99.0 | 97.0 | 14.1 | 100.0 | 102.0 | 108.0 | 0.8 | -16.1
32 | Cn1nnc(NC(=O)c2cccs2)n1 | 95.0 | 1.6 | 20 | 93.0 | 99.0 | 2.1 | 89.0 | 96.0 | 92.0 | 0.5 | 2.2
33 | O=C(OC(C(=O)NCc1ccc2c(c1)OCO2)c1ccccc1F)c1ccco1 (centres undefined) | 95.0 | -0.7 | 14 | 93.0 | 96.0 | 1.8 | 97.0 | 97.0 | 95.0 | 0.1 | -32.0
34 | CC(=C/c1ccccc1)/C=N/n1c(-c2ccncc2)n[nH]c1=S | 95.0 | 32.5 | 8 | 91.0 | 99.0 | 16.6 | 93.0 | 92.0 | 93.0 | 0.6 | ·
35 | C=CCNC(=O)COc1c(C)ccc(C)c1C | 98.0 | -8.9 | 7 | 95.0 | 96.0 | 0.1 | 95.0 | 95.0 | 96.0 | 0.3 | 7.1
36 | CC1(C)C=C(c2ccc(C=O)s2)CC(C)(C)N1 | 96.0 | -12.6 | 7 | 93.0 | 96.0 | 1.0 | 95.0 | 95.0 | 95.0 | 0.2 | 17.1
37 | Cc1c(Cl)cccc1NC(=O)NCc1ccc(F)cc1 | 96.0 | -1.1 | 9 | 93.0 | 95.0 | 0.1 | 95.0 | 98.0 | 95.0 | -0.1 | 2.9
38 | Clc1c(-c2nnc3n2CCCCC3)sc2ccccc12 | 102.0 | 7.8 | 10 | 101.0 | 105.0 | 2.5 | 105.0 | 103.0 | 111.0 | 0.4 | ·
39 | CCC(C)(C)c1nnc(NC(=O)c2cccc([N+](=O)[O-])c2)s1 | 97.0 | 4.6 | 2 | 97.0 | 97.0 | 5.8 | 98.0 | 98.0 | 101.0 | · | 20.6
40 | Cc1cc(C(=O)N/N=C/c2ccc[nH]2)n[nH]1 | 99.0 | 6.5 | 7 | 100.0 | 99.0 | 1.9 | 101.0 | 104.0 | 104.0 | 0.5 | 5.2
41 | O=C(N/N=C/c1cc(Br)c(Br)o1)c1cccnc1 | 99.0 | 17.7 | 14 | 99.0 | 96.0 | 8.4 | 99.0 | 97.0 | 100.0 | 0.3 | 5.4
42 | Cc1cccc(/C=C/C(=O)c2ccc(N3CCOCC3)cc2)c1 | 100.0 | 10.9 | 6 | 97.0 | 103.0 | · | 98.0 | 101.0 | 106.0 | 3.8 | -1.8
43 | Cc1ccc(N2CN(Cc3ccco3)CNC2=S)c(C)c1 | 97.0 | 14.9 | 15 | 99.0 | 101.0 | 21.7 | 98.0 | 101.0 | 106.0 | 1.6 | -13.9

Looked up by compound from the entries so far, two records:
No. | SMILES | Rab2 wt GTP | Mcl1 Noxa PPI | Avidin fluor | Rac1 act GTP bind | Rab7 wt modul | ABCG2 inh | HRas wt GTP bind | Cdc42 wt GTP | Rac1 wt GTP bind | ABCB1 block | Pf gametocyte
23 | Clc1cccc(Cl)c1CSc1nnc(/C=C/c2ccccc2)o1 | 92.0 | -3.6 | 31 | 94.0 | 92.0 | 2.3 | 94.0 | 93.0 | 90.0 | 0.7 | 3.2
16 | CCOc1ccc(NC(=O)C(Cc2ccccc2)NC(=O)C2CCCCC2)cc1 (centres undefined) | 101.0 | 13.3 | 12 | 99.0 | 101.0 | 8.6 | 96.0 | 97.0 | 101.0 | 3.5 | 12.3
